# CDK5 inh – inhibitors of human CDK5/p35 kinase; AID 488839; Recombinant CDK5/p35, ADP-Glo luminescence, 60 min; Q00535+Q15078; 330,000 compounds, 0.01% hits; inhibition, % at 10 µM;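 active = highest replicate inhibition of at least 50% and at least 75% of replicates reaching 50%; inconclusive = only one of the two criteria met; inactive = both criteria failed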;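 also: plate controls were DMSO neutral control for no effect and GW8510 at 10 µM for full effect; many of its hits are not listed in these tables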
# Target sequence (Q00535 whole entry, looked up): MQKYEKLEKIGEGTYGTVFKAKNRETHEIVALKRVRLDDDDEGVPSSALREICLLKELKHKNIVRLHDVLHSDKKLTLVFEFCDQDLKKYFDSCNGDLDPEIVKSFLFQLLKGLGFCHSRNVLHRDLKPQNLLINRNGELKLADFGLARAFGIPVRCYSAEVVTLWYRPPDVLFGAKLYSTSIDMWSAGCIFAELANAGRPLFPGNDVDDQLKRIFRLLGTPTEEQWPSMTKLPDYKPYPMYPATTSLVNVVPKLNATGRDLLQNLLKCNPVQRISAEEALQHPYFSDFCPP
# Target sequence (Q15078 whole entry, looked up): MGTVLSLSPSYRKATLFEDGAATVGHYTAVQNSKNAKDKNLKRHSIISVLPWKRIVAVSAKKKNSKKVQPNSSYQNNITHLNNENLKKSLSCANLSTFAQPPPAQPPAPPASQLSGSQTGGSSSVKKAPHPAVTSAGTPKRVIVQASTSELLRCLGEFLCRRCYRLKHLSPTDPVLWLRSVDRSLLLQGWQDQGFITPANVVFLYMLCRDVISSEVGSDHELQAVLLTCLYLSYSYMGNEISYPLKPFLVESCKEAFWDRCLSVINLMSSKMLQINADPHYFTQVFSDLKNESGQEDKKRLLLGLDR
# CAL PDZ FP-1 – inhibitors of human CAL PDZ peptide binding. Q9HD26. purified CAL PDZ, TMR-peptide fluorescence polarization, 1 h. inhibition, % at 20 µM. 330,000 compounds, 0.02% hits. AID 504414;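 active = highest replicate inhibition of at least 40%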;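 also: plate controls were DMSO neutral control wells for no effect and unlabeled competitor peptide control wells for full effect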
#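 System: tagged CAL PDZ domain. Schedule: 1 h room-temperature incubation prior to read. Signal: fluorescence polarization (mP). Measure: percent inhibition from loss of millipolarization.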
# dFosB activator – mouse delta FosB homodimer activation; P13346; purified delta FosB, TAMRA-CDK5 oligo fluorescence polarization; percent of positive-control signal above neutral wells; activation, % at 25 µM; 340,000 compounds, 0.99% hits; AID 493131;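 active = mean activation above about 17%, with every replicate also reaching it, limit read from the data, passing the limit was not always enough; inconclusive = only one of the two conditions met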;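 also: fluorescence polarization rise as delta FosB binds a TAMRA Cdk5 AP-1 oligo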
# CAL PDZ FP-2 – blocks peptide binding to the human CAL PDZ domain | Q9HD26 | purified CAL PDZ, TMR-peptide fluorescence polarization, 1 h | inhibition, % at 24.9 µM | 300,000 compounds, 0.92% hits | AID 602252;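 active = mean inhibition of at least 30% with at least half of replicates also reaching 30%; inconclusive = no clear call, values can overlap the other calls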;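 also: 0% = DMSO neutral control and 100% = excess unlabeled competitor peptide PRC23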
# MITF act – activators of MITF-driven TRPM1 promoter activity in SK-MEL-5 cells; SK-MEL-5 TRPM1-promoter luciferase, 24 h; % of positive control, neutral wells = 0; activation, % at 12.5 µM; 300,000 compounds, 0.75% hits;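 active = mean activation of at least 80% with every replicate also reaching 80%; inconclusive = mean reaches 80% but some replicate falls short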;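 also: 0% = neutral control wells and 100% = parthenolide positive control wells; values of inactives mirror those of a sister screen read the other way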
# RTF Ca sens act – cardiac RTF calcium sensitization | P19429+P45379 | IANBD-labeled TnC RTF fluorescence at EC20 calcium; 0% EC20 calcium, 100% full calcium | activation, % at 7.2 µM | 340,000 compounds, 0.24% hits | AID 493008;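 active = activation above the mean over all tested compounds plus 3 SD, cut at about 30% in these data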;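 also: rise in fluorescence read as greater calcium sensitivity of cardiac thin filaments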
# Wnt bcat act – Wnt/beta-catenin pathway activation | Wnt/beta-catenin reporter cell assay, activator, plate reader | activation, % at 9.35 µM | 300,000 compounds, 1.2% hits | AID 743398; in the data active = activation above about 30%, passing the limit was not always enough; inconclusive = no clear call, values can overlap the other calls;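 also: 0% = neutral control wells and 100% = positive control wells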
# Tat transport – inhibitors of E. coli Tat protein transport | E. coli MC4100 TorA-mCherry Tat export, fluorescence | inhibition, % at 10 µM | 340,000 compounds, 0.036% hits | AID 488895;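 active = mean replicate inhibition at least 50% and at least half of replicates individually reaching 50%; inconclusive = only one of the two criteria met; inactive = neither criterion met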;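 also: exported cargo escapes ClpAP degradation while cytoplasmic cargo is degraded and loses fluorescence; 0% = median of neutral control wells and 100% = median of NaSCN control wells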
# Rtt109 HAT inh – blocks Candida albicans Rtt109/Vps75 acetyltransferase activity; inhibition, % at 34.9 µM; Q5AAJ8; 330,000 compounds, 0.16% hits; AID 540336; purified Rtt109/Vps75, ThioGlo CoA-SH fluorescence, 4 h;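 active = inhibition of at least 50% in every replicate; inconclusive = best replicate reaches 50% inhibition but some replicates fall short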
# Target sequence (Q5AAJ8 whole entry, looked up): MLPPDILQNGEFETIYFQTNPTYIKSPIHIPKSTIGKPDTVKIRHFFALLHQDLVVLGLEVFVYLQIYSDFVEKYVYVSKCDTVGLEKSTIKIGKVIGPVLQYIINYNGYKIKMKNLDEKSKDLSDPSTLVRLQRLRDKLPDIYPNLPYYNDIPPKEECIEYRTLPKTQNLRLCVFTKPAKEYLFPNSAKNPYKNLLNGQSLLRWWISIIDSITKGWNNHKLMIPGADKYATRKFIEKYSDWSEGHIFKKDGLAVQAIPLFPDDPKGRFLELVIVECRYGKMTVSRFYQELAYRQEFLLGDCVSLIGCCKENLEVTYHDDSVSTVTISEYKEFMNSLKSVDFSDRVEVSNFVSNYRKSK
# V-ATPase pH – regulators of yeast V-ATPase proton transport; AID 504577; S. cerevisiae, pHLuorin cytosolic pH fluorescence; 350,000 compounds, 0.37% hits; response, % at 10 µM; in the data active = response mostly above about 7.3%, no sharp cut-off; inactive = mostly below about 5.4%; also: actives read high; inactives centre near 0; some compounds called inactive have numbers as strong as hits; reference of the scale not given here
# Active calls of the source: *; ? = inconclusive; · = not tested or not shown.
SMILES,CDK5 inh,CAL PDZ FP-1,dFosB activator,CAL PDZ FP-2,MITF act,RTF Ca sens act,Wnt bcat act,Tat transport,Rtt109 HAT inh,V-ATPase pH
S=C(Nc1ccccc1)N1CCN(C/C=C/c2ccccc2)CC1,-1.7,-1.5,-6.4,·,9.6,6.8,-0.7,1.4,-1.4,-1.7
CC(=O)N1c2ccccc2-c2nc3ccccc3n2C1C (stereo unspecified),-0.7,-0.9,-0.1,-3.7,-4.5,-2.6,2.0,-13.1,1.1,2.3
Cc1cccc(Cn2c(SCC(=O)Nc3ccccc3)nc3c2c(=O)[nH]c(=O)n3C)c1,1.0,-2.0,?,-6.7,·,-1.0,-4.8,0.7,3.3,-0.4
O=C(Nc1ccccc1)N1CCCC(c2nc(-c3ccc(F)cc3)no2)C1 (stereo unspecified),0.7,-1.4,-11.0,-4.3,2.6,-4.5,·,7.7,1.2,-1.2
COc1cc(NC(=O)c2cccc(F)c2)cc(OC)c1OC,-0.1,-2.9,-1.5,-1.7,-0.8,-4.2,-1.2,-11.0,4.3,4.1
O=C(CN1C(=O)S/C(=C\c2cc(Cl)c(O)c(Cl)c2)C1=O)Nc1ccccc1,0.1,0.9,-5.4,-3.7,-8.2,-2.5,1.5,-0.4,3.9,0.7
Cc1c(C(=O)N2CCc3ccccc3C2)sc2nc(-c3ccccc3)cn12,0.0,-4.3,1.3,6.1,4.1,1.4,2.9,5.5,22.3,-0.4
C=CCn1c2[n+](c3ccccc3c1=O)CCCCC2,-0.4,-0.3,3.2,-2.9,-18.3,5.5,-1.2,-9.2,-3.2,-3.3
Cc1ccc(CNC(=O)CCC2CCCN(C(=O)CCC(F)(F)F)C2)o1 (stereo unspecified),-1.3,0.1,-15.2,-1.7,-1.2,-2.8,-0.6,2.0,0.5,-2.3
CSc1nsc(/C=C/Nc2ccc(C)c(C)c2)c1C#N,1.2,-1.4,-6.3,-3.8,12.3,12.9,-1.7,-3.4,-2.8,7.8
Cc1ccccc1-c1nc(CS(=O)CC(=O)NCCN2CCOCC2)c(C)o1 (stereo unspecified),-1.3,-0.9,-6.9,·,·,7.9,-0.9,-4.7,-3.1,1.6
COc1ccc(/C=C2\SC(=S)N(CCCC(=O)N3CCOCC3)C2=O)cc1,2.1,-1.7,-7.0,0.3,-27.8,0.3,0.6,16.5,10.5,-3.4
CC(C#N)Sc1ccc(S(=O)(=O)N2CCCCC2)cn1 (stereo unspecified),0.3,0.3,-2.6,-2.9,·,2.6,4.5,7.1,-1.7,-1.6
O=[N+]([O-])c1cc2c(cc1/C=N/Nc1nc(Nc3ccccc3)nc(N3CCCCC3)n1)OCO2,-1.0,·,37.9*,0.5,·,11.0,-4.1,14.1,-3.0,4.9
Cn1cnnc1SCC(=O)NC1CC1,-2.6,1.5,-6.9,·,-1.2,-3.4,-2.8,2.2,-13.6,0.1
CCOC(=O)c1c(N=CN(C)C)c(C#N)n2c1CCC2,0.2,·,-0.7,0.6,-5.5,3.8,0.9,4.3,-7.9,-1.4
COc1ccc(C(=O)C2CCCN(C(=O)C3=CCCC3)C2)c(C)c1 (stereo unspecified),2.2,-2.1,0.9,3.3,-12.2,-5.5,-0.4,13.4,-10.5,-1.2
COCCn1c(C)cc(/C=N/NC(=O)c2cc3ccccc3cc2O)c1C,-0.8,-0.8,-3.7,-3.1,13.1,2.0,·,-8.9,-3.6,9.6
O=C1[C@H]2[C@@H](c3ccc(F)cc3)N3C(=O)N(c4cccc(Br)c4)C(=O)[C@@]3(Cc3ccccc3)[C@H]2C(=O)N1C1CCCCC1,-2.3,0.7,-5.4,1.3,1.7,-2.5,-10.7,3.1,7.5,0.3
O=C(Oc1ccc(N(C(=O)c2ccncc2)S(=O)(=O)c2ccc(F)cc2)cc1)c1ccncc1,-12.6,-1.1,4.4,-3.4,-1.3,-1.6,·,-9.8,-5.2,-2.0
CN(CC(=O)Nc1c(Cl)cccc1Cl)C(=O)CC1OC(=O)c2ccccc21 (stereo unspecified),0.5,0.6,-7.0,-4.1,-5.4,-3.8,3.9,-1.5,0.8,1.9
Cc1ccccc1-c1cc(C(=O)NCC2CC2)n(CC2CC(c3cccnc3)=NO2)n1 (stereo unspecified),0.5,-0.5,10.2,-0.3,-0.9,-7.5,-6.1,5.1,-7.4,3.1
Nc1nc(NC2CCCCC2)nc(NCCO)c1[N+](=O)[O-],1.0,-1.8,0.1,8.2,14.6,-3.8,0.2,-4.3,1.2,2.3
CC(=O)c1cccc(NC(=O)c2ccc(C)c(S(=O)(=O)N3CCOCC3)c2)c1,-0.8,-0.5,-9.9,·,9.1,-5.4,3.9,-2.2,-9.2,0.3
O=c1nc2c(-c3cccc(Br)c3)n[nH]n2c2ccccc12,-0.9,-0.6,-6.7,-5.5,31.2,-2.6,3.0,-4.6,0.7,-1.2
# (continued)
SMILES,CDK5 inh,CAL PDZ FP-1,dFosB activator,CAL PDZ FP-2,MITF act,RTF Ca sens act,Wnt bcat act,Tat transport,Rtt109 HAT inh,V-ATPase pH
CC(CCn1cccn1)NC(=O)c1cc(COc2ccc(F)cc2F)on1 (stereo unspecified),0.7,-1.2,0.3,4.5,2.8,-3.2,-2.8,-5.8,2.6,-3.9
CC(=O)N(C)c1ccc(N=Cc2c(O)ccc3ccccc23)cc1,1.2,-0.3,-1.1,6.4,·,-1.4,0.8,-7.5,3.6,0.2
Cc1ccc(S(=O)(=O)N2CCOC2CNC(=O)C(=O)NCc2ccncc2)cc1 (stereo unspecified),-1.0,-0.6,-2.6,-1.0,16.0,5.0,-1.0,2.2,·,-3.7
O=C(NCc1ccncc1)C(=O)NCC1OCCCN1S(=O)(=O)c1ccc(F)cc1 (stereo unspecified),0.6,1.8,0.4,9.1,3.0,-1.5,-1.5,3.4,-2.7,2.9
O=C1/C(=C/c2ccc(F)cc2)SC(=S)N1CCCC(=O)N1CCCCC1CCO (stereo unspecified),-1.3,-2.6,-12.4,-1.0,-4.5,3.5,-3.0,12.1,-23.2,4.0
COc1ccccc1CNC(=O)[C@H](C)NC(=O)C1CCN(C(=O)[C@@H](N)C(C)C)CC1,0.6,1.1,-11.5,4.7,3.8,8.0,-1.4,3.3,17.3,4.2
O=C(NN=C1C2CC3CC1CC(Cl)(C3)C2)c1ccccn1,-1.4,-2.2,-1.5,-0.7,8.0,-3.9,·,-3.4,-9.6,-1.6
COc1ccc(-n2c(-c3ccc(C)cc3)n[nH]c2=S)cc1,1.4,-0.7,-5.0,-1.9,-4.1,-2.6,12.0,-10.0,-1.3,-1.3
Cc1ccc(Cn2ncn3c(cc4ccccc43)c2=O)cc1,1.5,-0.9,-2.0,0.6,-7.4,5.2,·,2.5,0.3,-0.4
Cc1nc2c(-c3ccc(F)cc3)c(C)nn2c(C)c1CCC(=O)NCc1ccco1,0.0,-0.1,-2.6,·,7.7,-3.7,7.5,2.2,-2.1,-2.7
O=C(OCc1ccc(F)cc1)c1ccc2ccccc2n1,0.4,-1.6,-12.2,-4.4,10.5,-6.0,-0.3,-7.8,3.7,2.3
CC(=O)c1nn(-c2cccc(Br)c2)cc1C(=O)c1ccc(Cl)cc1,-0.7,-2.4,28.2*,-2.6,-5.5,-2.1,-8.4,3.8,·,5.8
N#Cc1ccccc1OCCN1C(=O)c2ccccc2C1=O,1.2,-0.6,2.4,-6.5,71.5,-4.5,·,0.4,-0.8,-1.6
O=C(Cn1nc(C(=O)O)c2ccccc2c1=O)Nc1cccc(S(=O)(=O)N2CCCCCC2)c1,4.6,0.4,32.3*,-1.5,0.4,-3.8,-4.4,-11.5,13.2,5.9
CCOC(=O)c1cc2c(=O)n3ccccc3nc2n(CC(C)C)c1=NC(=O)c1ccco1,1.3,-3.2,-11.6,-3.0,2.8,-1.9,·,-4.5,-56.9,-0.5
CCCCN1CC(COc2ccccc2)OC1=O (stereo unspecified),-1.2,-2.0,0.5,-4.8,15.6,3.1,·,-6.1,2.6,4.1
Cc1nn(-c2ccccc2)c(C)c1/C=N/NC(=O)CSc1nnc(-c2ccccc2)n1-c1ccc(Cl)cc1,0.4,-3.0,9.2,-5.4,15.9,-4.8,1.1,10.9,-0.8,-0.6
CCc1cc(C(=O)N2CCCC(C(=O)c3cccc(OC(C)C)c3)C2)n(C)n1 (stereo unspecified),1.2,-2.5,-14.3,0.2,-8.1,0.6,-1.6,-6.0,-2.8,1.4
CCCSc1ccc([C@@H]2[C@@H]3C(=O)N(C)C(=O)[C@@H]3[C@]3(C(=O)OC)CCCN23)cc1OC,-0.8,-0.7,7.4,-0.2,-24.4,3.0,·,0.7,-3.7,-9.4
CC(=NNC(=O)c1ccc(NS(=O)(=O)c2cccs2)cc1)c1ccc(OCC(N)=O)cc1,-4.6,-0.5,-3.1,-0.8,1.4,-1.6,1.0,-4.2,0.6,3.6
Cc1ccc(N(CC(O)COCc2ccco2)S(=O)(=O)c2ccc(C)cc2)cc1 (stereo unspecified),-0.3,-1.4,-20.6,-1.4,·,-0.1,·,-4.2,6.7,-1.7
CCCCN1C(=O)c2ccccc2C1C(=O)NC1CCCC1 (stereo unspecified),0.6,-0.5,-0.4,-2.5,-1.5,-2.2,-12.9,-8.8,4.8,-3.3
C/C(O)=C(/C=NCC(=O)O)C(=O)Nc1nccs1,-0.6,-3.6,-4.3,-7.7,-1.6,6.9,3.7,-1.3,-1.8,-1.0
CC1CC(C)CN(CC(O)COCc2ccccc2F)C1 (stereo unspecified),0.5,-1.3,-3.8,18.8,-6.0,1.6,-0.6,1.5,-3.0,-0.7
Cn1c2ccccc2c2c(C(=O)O)cn(C3CCCC3)c(=O)c21,0.1,0.1,-6.6,·,-6.3,2.1,-4.8,-5.0,6.5,2.3
CCOc1ccc(CNC(=O)CCCC(=O)n2nc(C)c3ccccc32)cc1,0.7,-1.4,0.1,3.4,21.3,-0.9,2.3,7.5,-6.8,-0.2
COc1ccccc1NC(=S)NNC(=O)c1ccc(O)cc1,-0.3,·,1.0,0.5,33.5,2.9,·,-3.0,-11.6,-0.9
CCOC(=O)N1CCC2(CC1)C(C#N)=C(N)OC1=C2C(=O)CCC1,-1.7,0.2,3.0,-3.9,-2.3,6.1,-6.6,1.4,-10.6,4.6
Cc1ccc(C(=O)Nc2c(N)nc(SCC(=O)Nc3cc(C)on3)[nH]c2=O)cc1,0.0,-0.4,25.6*,-3.3,13.9,-2.6,-0.3,4.0,-9.1,5.3
